# NCOA1 inh = human NCOA1 inhibition; Q15788; HEK293 GAL4-SRC1 luciferase reporter, luminescence; inhibition, % at 3.6 µM; actives 0.12% (n = 360,000); AID 588354;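 active = inhibition above the campaign mean plus 3 SD, with each screening campaign given its own cutoff, cut at about 60% in these data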;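 also: 0% = DMSO treated cells and 100% = gossypol at 36 µM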
# SRC3 inh = human NCOA3 inhibition | inhibition, % at 3.6 µM | HEK293 GAL4-SRC3 luciferase reporter, luminescence | actives 0.17% (n = 360,000) | AID 588352 | Q9Y6Q9;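 active = inhibition above a per-campaign cutoff, the mean of all compounds plus 3 SD, cut at about 60% in these data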;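 also: 0% = DMSO-treated cells and 100% = gossypol-treated cells at 36 µM; higher means less SRC3-driven luciferase light from the GAL4 reporter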
# TWEAK Fn14 block = blocks TWEAK-Fn14 interaction in a reporter cell assay | TWEAK-stimulated Fn14 reporter cells, luciferase luminescence, 8 h | actives 2% (n = 360,000) | AID 1159606 | inhibition, % at 10 µM; in the data active = inhibition above about 50%
# LRH-1 inv ag = inverse agonists of human LRH-1 (NR5A2). AID 602396. HEK293T StAR-luciferase reporter, LRH-1 transfected, 24 h. O00482. inhibition, % at 3.6 µM. actives 0.13% (n = 360,000);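 active = inhibition above the mean inhibition of all tested compounds plus 3 SD, cut at about 73% in these data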;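 also: 0% = DMSO wells and 100% = reporter-only cells lacking LRH-1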
# Target sequence (O00482 whole entry, looked up): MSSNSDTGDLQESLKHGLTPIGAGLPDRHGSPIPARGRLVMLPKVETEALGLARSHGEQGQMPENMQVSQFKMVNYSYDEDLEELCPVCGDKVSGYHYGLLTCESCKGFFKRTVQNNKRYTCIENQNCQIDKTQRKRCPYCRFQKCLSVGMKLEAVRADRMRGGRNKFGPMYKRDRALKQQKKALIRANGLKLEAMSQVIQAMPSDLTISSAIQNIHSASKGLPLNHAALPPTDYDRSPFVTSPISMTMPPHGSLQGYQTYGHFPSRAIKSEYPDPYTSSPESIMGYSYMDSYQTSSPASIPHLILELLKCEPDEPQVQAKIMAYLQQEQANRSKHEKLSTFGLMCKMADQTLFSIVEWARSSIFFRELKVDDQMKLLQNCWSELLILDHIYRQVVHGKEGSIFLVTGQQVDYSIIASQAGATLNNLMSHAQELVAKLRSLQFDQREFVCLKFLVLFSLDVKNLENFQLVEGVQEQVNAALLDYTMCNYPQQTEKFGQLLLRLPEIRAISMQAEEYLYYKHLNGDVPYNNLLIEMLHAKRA
# TLR9-MyD88 block = inhibitors of human TLR9-MyD88 binding | AID 504734 | CHO BLA complementation TLR9-MyD88, CCF4 FRET ratio | inhibition, % at 4.98 µM | actives 0.21% (n = 340,000);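 active = inhibition above the mean over all tested compounds plus 3 SD, cut at about 21% in these data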;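 also: 0% = DMSO only wells and 100% = clavulanate BLA inhibitor control wells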
# ABHD5 PLIN5 PPI = blocks binding of human ABHD5 to perilipin-5. inhibition, % at 4 µM. Split G. princeps luciferase complementation, luminescence, 4 h. actives 0.78% (n = 360,000). AID 602281. Q00G26+Q8WTS1;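 active = inhibition above the mean inhibition across every tested compound plus 3 SD, cut at about 22% in these data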;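 also: 0% = DMSO only wells and the 100% control is not disclosed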
# TROY signal inh = inhibitors of TROY-dependent NF-kB signaling; Q293 LMP1-TROYcd NF-kB luciferase reporter, 4 h; actives 0.98% (n = 360,000); AID 1347056; inhibition, % at 10 µM;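 active = compounds whose plate-normalised and pattern-corrected inhibition of the luciferase reporter signal at the single screening dose is 50% or more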
# NR2F2 inh = blocks human COUP-TFII nuclear receptor; P24468; HEK293T NGFI-A luciferase reporter, luminescence; inhibition, % at 8.6 µM; actives 0.7% (n = 370,000); AID 686940;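 active = inhibition above a per-plate cutoff, mean inhibition of test wells between control levels plus 3 SD, cut at about 38% in these data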;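 also: cells cotransfected with COUP-TFII expression vector driving the NGFI-A reporter; 0% = median of COUP-TF2 test wells and 100% = reporter-only cells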
# Target sequence (P24468 whole entry, looked up): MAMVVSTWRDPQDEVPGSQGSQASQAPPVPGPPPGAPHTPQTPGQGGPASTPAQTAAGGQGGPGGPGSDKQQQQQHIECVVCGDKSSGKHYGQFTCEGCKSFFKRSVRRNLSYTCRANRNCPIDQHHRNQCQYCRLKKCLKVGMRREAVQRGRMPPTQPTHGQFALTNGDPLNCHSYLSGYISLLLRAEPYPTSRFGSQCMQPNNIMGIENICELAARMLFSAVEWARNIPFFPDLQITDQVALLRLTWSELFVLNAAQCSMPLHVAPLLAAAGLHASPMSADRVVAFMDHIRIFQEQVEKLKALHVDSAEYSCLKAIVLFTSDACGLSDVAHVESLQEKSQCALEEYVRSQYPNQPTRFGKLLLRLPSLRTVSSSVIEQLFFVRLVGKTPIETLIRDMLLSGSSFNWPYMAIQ
# Exocytosis inh = blocks lytic granule exocytosis; TALL-104 LAMP-1 surface exposure, flow cytometry; cells stimulated with thapsigargin and PMA; inhibition, % at 10 µM; actives 0.66% (n = 360,000); AID 651702;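 active = inhibition above about 55%, limit read from the data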
# NOD2 RIPK2 PPI = NOD2-RIPK2 protein interaction inhibition | AID 624267 | CHO BLA complementation NOD2-RIPK2, CCF4 ratio | inhibition, % at 4.98 µM | O43353 | actives 0.38% (n = 360,000); in the data active = inhibition above about 21%;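 also: 0% = vehicle only and 100% = reference blocker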
# SRC2 inh = human SRC2 (NCOA2) inhibition | Q15596 | HEK293 GAL4-SRC2 luciferase reporter, luminescence | inhibition, % at 9 µM | actives 0.17% (n = 370,000) | AID 651957;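 active = inhibition above the mean inhibition of all tested compounds plus 3 SD, set per campaign, cut at about 52% in these data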;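 also: 0% = DMSO treated cells and 100% = cells given Gossypol at 36 µM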
# An asterisk follows results filed as active; x = no result given.
item	Compound	NCOA1 inh	SRC3 inh	TWEAK Fn14 block	LRH-1 inv ag	TLR9-MyD88 block	ABHD5 PLIN5 PPI
1	Cn1c(C2=C(O)CN(Cc3ccccc3)C2=N)[n+](C)c2ccccc21	-21	-13	24	4	-13	2
2	C/C(=N\NC(=O)c1cccc(S(=O)(=O)N2CCOCC2)c1)c1ccc(OC(F)F)cc1	4	29	-2	-3	5	5
3	O=S1(=O)c2ccccc2C(O)(c2ccccc2)c2ccccc21	-26	5	3	-3	0	-1
4	CCCCOc1ccc(/C(N)=N/O)cc1	-27	-20	-22	-8	6	2
5	CC1CCN(C(=O)CSc2nc(N)c3c4c(sc3n2)CN(C)CC4)CC1	-2	3	-19	-17	3	5
6	COC(=O)CC1C(=O)NCCN1C(=S)NC(=O)C(c1ccccc1)c1ccccc1 (stereo unspecified)	3	15	-10	2	9	1
7	O=C(NCc1nnc2c(C(F)(F)F)cc(Cl)cn12)C1CCCC1	9	-1	19	2	-12	-3
8	COc1cccc(C(=O)Nc2ccc(C(=O)NCC(C)C)cc2)c1	17	8	14	6	0	-5
9	CC(C)C(NC(=O)c1ccccc1NC(=O)c1ccccc1)C(=O)NNC(=O)c1ccncc1 (stereo unspecified)	-5	-9	9	1	-7	6
10	CC(C)(C)C1CCc2onc(C(=O)Nc3cnn(Cc4ccc(F)cc4)c3)c2C1 (stereo unspecified)	-1	21	-17	-9	1	-12
11	COC(=O)c1c(NC(=O)c2cccc(S(=O)(=O)N3CCN(C)CC3)c2)sc(C)c1C	1	12	-13	10	-5	0
12	COc1cccc(C(C(=O)NC(C)(C)C)N(CCc2ccccc2)C(=O)CCC(=O)Nc2cc(C)on2)c1OC (stereo unspecified)	-2	-28	23	11	1	-10
13	Cc1cc(C(=O)N/N=C/c2ccc3ccccc3c2)n[nH]1	-24	-29	-7	-32	-2	4
14	O=C(c1ccc(S(=O)(=O)Nc2ccccc2)cc1)N1CCCC1	-7	6	5	5	6	-8
15	COc1ccc(Cl)c2sc(N(CCN(C)C)C(=O)C3=COCCO3)nc12	-11	-12	-8	-11	-3	-2

item	TROY signal inh	NR2F2 inh	Exocytosis inh	NOD2 RIPK2 PPI	SRC2 inh
1	2	3	-3	-12	0
2	1	-6	-2	12	-22
3	-5	-4	-8	2	-12
4	-33	-16	5	-8	-15
5	-3	x	-2	-1	x
6	-4	-3	14	-3	-4
7	-8	0	-15	-1	-2
8	-2	7	-4	-3	13
9	-8	-37	0	-5	9
10	2	-2	4	3	-4
11	5	-6	25	-16	-33
12	-8	15	1	7	-5
13	1	0	23	-34	-31
14	6	-3	1	-7	10
15	0	-17	-5	1	5

# Additional results
item	Compound	NCOA1 inh	SRC3 inh	TWEAK Fn14 block	LRH-1 inv ag	TLR9-MyD88 block	ABHD5 PLIN5 PPI
16	COc1ccccc1NC(=O)COC(=O)c1c[nH]c(=O)[nH]c1=O	-13	-31	3	-1	1	0
17	CC(C)NC(=O)Nc1cccc2c1O[C@H](CN(C)S(=O)(=O)c1cccs1)[C@@H](C)CN([C@H](C)CO)C2=O	6	12	17	-1	2	0
18	CCCCNC(=O)OC(C)CNC(=O)OC (stereo unspecified)	-4	-9	-2	-13	-8	4
19	CCOC(=O)CSc1cc(CS(=O)c2ccc(Cl)cc2)nc(-c2ccccc2)n1 (stereo unspecified)	-13	-5	4	2	-6	2
20	Cc1cccc(C)c1NC1=NC(C)(C)N=C(N)N1	2	-9	3	4	-20	-3
21	C=CCNc1nc(NC(C)(C)CO)nc(OC)n1	-7	-12	6	-6	-6	6
22	O=C(CNC(=O)[C@@H]1Cc2ccccc2CN1)Nc1ccc2c(c1)OCCO2	4	-4	17	-25	-5	-2
23	c1csc(-c2nnc(N3CCCCCC3)c3ccccc23)c1	-2	-4	-15	-19	-5	-4
24	O=C(CNC(=S)N(CCCN1CCOCC1)Cc1cccs1)N1CCOCC1	-10	16	0	14	-4	-1
25	O=C(O)c1c2c(nc3ccc(S(=O)(=O)N4CCC(C(=O)NCc5ccccc5)CC4)cc13)CCCC2	2	8	-12	-10	4	5
26	Cc1cccnc1NC(=O)c1ccc(S(=O)(=O)N2CCCCC2)cc1	-13	16	9	-13	5	-1
27	C=CCN1CN(Cc2ccco2)CNC1=S	8	1	7	5	6	-1
28	CCC(C(=O)NCCc1c[nH]c2ccc(C)cc12)c1ccccc1 (stereo unspecified)	2	-5	4	12	-13	0
29	O=C(NCc1cccs1)c1ccc(Cl)s1	0	15	-9	-6	4	0
30	CCN(C(=O)COC(=O)c1oc2ccc(OC)cc2c1C)C1CCCCC1	-15	-44	5	-15	6	5

item	TROY signal inh	NR2F2 inh	Exocytosis inh	NOD2 RIPK2 PPI	SRC2 inh
16	17	0	-2	-2	-12
17	-20	-2	-2	-8	7
18	-1	6	-3	0	-15
19	-7	6	0	2	-16
20	15	9	-1	2	8
21	6	0	-3	0	-11
22	44	-14	2	1	18
23	-37	-5	-3	3	-32
24	-8	-4	-3	-3	-13
25	-4	8	0	2	-17
26	-6	-20	-10	3	-4
27	19	-5	1	2	7
28	-20	1	27	3	-18
29	-8	0	-1	0	-13
30	-20	7	-3	-5	22

# Additional entries:
item	Compound	NCOA1 inh	SRC3 inh	TWEAK Fn14 block	LRH-1 inv ag	TLR9-MyD88 block	ABHD5 PLIN5 PPI
31	O=C(C1c2ccccc2C(=O)N2CCc3ccccc3C12)N1CCN(Cc2ccccc2)CC1 (stereo unspecified)	13	-13	-9	4	10	5
32	COc1cccc(C(=O)n2c(SC)nc3cc4c(cc32)OCCO4)c1	-46	-33	2	-41	-2	5
33	Cc1ccc(C(=O)OCc2nc3ccsc3c(=O)[nH]2)o1	0	-5	-1	-10	-7	5
34	COc1ccccc1N1CCN(C(=O)CN(Cc2ccccc2)S(C)(=O)=O)CC1	-8	3	-8	18	9	-2
35	COc1cccc(OC)c1C(=O)NC(=S)Nc1ccc2c(c1)OCCO2	15	5	43	-16	-5	-3
36	O=C(NC(=S)NCc1nc2ccccc2[nH]1)c1ccccc1F	-61	-78	-23	-80	-8	-9
37	N#CCCCSc1nnc(-c2ccc(Cl)cc2)n1-c1ccccc1	-16	-19	-9	-5	3	-6
38	C=CCN=C(CC)C1=C(O)CCCC1=O	10	-5	16	-6	2	1
39	CCOC(=O)c1ccc(S(=O)(=O)N2CCN(CCc3ccncc3)CC2)cc1	-7	16	3	15	-3	5
40	O=C(Nc1ccc(-c2nc3cccnc3s2)cc1)c1ccc(Br)o1	-41	-54	11	-58	-6	9
41	C=CCn1c(CC(=O)OC)csc1=Nc1ccc(C(C)=O)cc1	-17	-12	-12	-28	9	1
42	CCCCC(=O)NC(c1ccc(Cl)cc1)c1ccc2cccnc2c1O (stereo unspecified)	44	50	6	84*	8	22*
43	CC(NC(=O)COC(=O)CNS(=O)(=O)/C=C/c1ccccc1)c1ccccc1 (stereo unspecified)	-9	-13	1	-1	-9	-19
44	CC(C)Oc1ccc(C(=O)NC2CCS(=O)(=O)C2)cc1 (stereo unspecified)	-4	2	-3	-12	-1	-3
45	C[C@H](CO)N1C[C@H](C)[C@H](CN(C)C(=O)N[C@H](C)c2ccccc2)OCc2ccccc2-c2c(n(C)c3ccccc23)C1=O	-18	15	6	19	7	1

item	TROY signal inh	NR2F2 inh	Exocytosis inh	NOD2 RIPK2 PPI	SRC2 inh
31	9	4	2	0	-24
32	-28	3	0	5	-38
33	-4	-2	2	-12	1
34	6	6	-1	-12	-5
35	41	-1	0	13	-8
36	3	-45	-1	-4	-25
37	-31	8	1	-1	-4
38	-4	14	-2	0	5
39	-19	16	6	-3	12
40	-43	-21	4	-45	-18
41	-44	-22	-6	-1	-17
42	15	-9	11	5	18
43	-9	-4	3	3	-3
44	1	-18	20	-4	10
45	1	-2	7	0	-28

# Continued:
item	Compound	NCOA1 inh	SRC3 inh	TWEAK Fn14 block	LRH-1 inv ag	TLR9-MyD88 block	ABHD5 PLIN5 PPI
46	CCOC(=O)C(Cc1ccccc1)C1(C)Oc2ccccc2O1 (stereo unspecified)	x	x	x	11	x	-7
47	CCOC(=O)C1=C(C)NC(C)=C(C(=O)OCC)C1C(=O)OCC(=O)N1CC(C)OC(C)C1 (stereo unspecified)	2	-3	6	20	-18	7
48	O=C(Nc1cccc(NC(=O)c2cccnc2)c1)c1cccnc1	-5	15	-1	-3	13	0
49	Cc1nc2ccc(Cl)cc2c(-c2ccccc2)c1C(=O)N(C)C	-4	-44	-18	-6	0	8
50	COc1ccc(CN(C)C(=O)CCC(=O)N2CCN(S(=O)(=O)c3ccc(Cl)cc3)CC2)c(OC)c1	-1	9	17	-8	-13	2
51	COC(=O)C(CCSC)NC(=O)c1cc2c(n(-c3ccccc3)c1=O)CCCC2=O (stereo unspecified)	8	8	-7	21	4	-3
52	CC(C)Cn1c(-c2ccccc2)nc2ccccc2c1=O	-6	14	5	16	2	-2
53	C=CCOC(=O)C1=C[C@@H](c2cn(C(C)=O)c3ccccc23)C[C@@H](OCCCCO)O1	-1	2	-6	-6	-3	2

item	TROY signal inh	NR2F2 inh	Exocytosis inh	NOD2 RIPK2 PPI	SRC2 inh
46	x	-4	-9	-16	-14
47	3	1	8	4	-6
48	1	x	2	-7	x
49	-4	-27	-6	1	21
50	5	17	6	3	20
51	-4	7	-6	9	-16
52	17	22	2	-2	19
53	2	-4	-4	-3	5

# 8 entries out of the list, ordered by number of heavy atoms, low to high:
item	Compound	NCOA1 inh	SRC3 inh	TWEAK Fn14 block	LRH-1 inv ag	TLR9-MyD88 block	ABHD5 PLIN5 PPI
4	CCCCOc1ccc(/C(N)=N/O)cc1	-27	-20	-22	-8	6	2
27	C=CCN1CN(Cc2ccco2)CNC1=S	8	1	7	5	6	-1
41	C=CCn1c(CC(=O)OC)csc1=Nc1ccc(C(C)=O)cc1	-17	-12	-12	-28	9	1
40	O=C(Nc1ccc(-c2nc3cccnc3s2)cc1)c1ccc(Br)o1	-41	-54	11	-58	-6	9
1	Cn1c(C2=C(O)CN(Cc3ccccc3)C2=N)[n+](C)c2ccccc21	-21	-13	24	4	-13	2
35	COc1cccc(OC)c1C(=O)NC(=S)Nc1ccc2c(c1)OCCO2	15	5	43	-16	-5	-3
34	COc1ccccc1N1CCN(C(=O)CN(Cc2ccccc2)S(C)(=O)=O)CC1	-8	3	-8	18	9	-2
25	O=C(O)c1c2c(nc3ccc(S(=O)(=O)N4CCC(C(=O)NCc5ccccc5)CC4)cc13)CCCC2	2	8	-12	-10	4	5

item	TROY signal inh	NR2F2 inh	Exocytosis inh	NOD2 RIPK2 PPI	SRC2 inh
4	-33	-16	5	-8	-15
27	19	-5	1	2	7
41	-44	-22	-6	-1	-17
40	-43	-21	4	-45	-18
1	2	3	-3	-12	0
35	41	-1	0	13	-8
34	6	6	-1	-12	-5
25	-4	8	0	2	-17

# Compound activity deposited in PubChem by several laboratories.

# These rows are one share of the data; count on the stated rates, not on these rows.
